Screening data as filed in PubChem.
HUVEC tox TNFa: cytotoxicity in TNFa-stimulated HUVEC, primary screen, cytotoxicity control for VCAM1 expression modulator project, imaging, Hoechst nuclei count; cell count reduction, % at 2 µM; HUVEC TNFalpha-stimulated, Hoechst cell count; 93,000 tested, 0.17% active; AID 848, 2007;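 active means cell count reduction exceeding the screen mean by over 5 SD, scaled to untreated wells per plate, cut at about 78% in these data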;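 further: cells counted after 24 h of TNF alpha exposure following the 1 h pretreatment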
CYP2C9 inh: blockers of cytochrome P450 2C9 activity – biochemical, luminescence, ADME assay, primary screen. P11712. CYP2C9 Supersomes, luciferin-H conversion. inhibition, % at 5 µM. 96,000 tested, 20% active. AID 777, 2007;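 active means blocking of liver enzyme CYP2C9 beyond about 50% at 5 µM, limit read from the data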; further: values of inactives mirror those of a sister screen read the other way
Target sequence (P11712 whole entry, looked up): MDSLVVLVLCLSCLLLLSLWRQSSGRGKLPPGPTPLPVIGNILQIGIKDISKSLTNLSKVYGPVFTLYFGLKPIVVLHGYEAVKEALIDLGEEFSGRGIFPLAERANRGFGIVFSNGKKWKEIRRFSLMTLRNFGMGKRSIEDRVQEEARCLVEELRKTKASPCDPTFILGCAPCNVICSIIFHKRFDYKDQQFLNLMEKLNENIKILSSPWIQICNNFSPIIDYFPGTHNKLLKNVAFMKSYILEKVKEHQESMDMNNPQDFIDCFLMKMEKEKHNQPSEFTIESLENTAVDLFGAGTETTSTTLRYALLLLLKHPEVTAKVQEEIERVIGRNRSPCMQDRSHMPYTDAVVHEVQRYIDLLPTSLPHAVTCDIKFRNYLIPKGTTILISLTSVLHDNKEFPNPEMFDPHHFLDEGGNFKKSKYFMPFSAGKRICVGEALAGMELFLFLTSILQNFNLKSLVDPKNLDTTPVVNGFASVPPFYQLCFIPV
DAT uptake mod: changed hDAT dopamine uptake under cocaine IC80, either direction, primary screen, cocaine antagonist project, cell-based, LLC-PK1 hDAT, [14C]-dopamine uptake, MLSMR; Sodium-dependent dopamine transporter (Homo sapiens), Q01959; LLC-PK1 hDAT cells, [14C]-dopamine uptake with cocaine IC80; actives deviate in either direction; B-score at 10 µM; 110,000 tested, 1.3% active; AID 449768, 2010;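 active means Z score or B-score, a plate-position-corrected score, falls beyond the plate's 99.7% confidence bounds, in either direction; inactive means both scores lie inside the 99.7% bounds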;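 further: scored against the spread of the other compound wells on the same plate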
Target sequence (Q01959 whole entry, looked up): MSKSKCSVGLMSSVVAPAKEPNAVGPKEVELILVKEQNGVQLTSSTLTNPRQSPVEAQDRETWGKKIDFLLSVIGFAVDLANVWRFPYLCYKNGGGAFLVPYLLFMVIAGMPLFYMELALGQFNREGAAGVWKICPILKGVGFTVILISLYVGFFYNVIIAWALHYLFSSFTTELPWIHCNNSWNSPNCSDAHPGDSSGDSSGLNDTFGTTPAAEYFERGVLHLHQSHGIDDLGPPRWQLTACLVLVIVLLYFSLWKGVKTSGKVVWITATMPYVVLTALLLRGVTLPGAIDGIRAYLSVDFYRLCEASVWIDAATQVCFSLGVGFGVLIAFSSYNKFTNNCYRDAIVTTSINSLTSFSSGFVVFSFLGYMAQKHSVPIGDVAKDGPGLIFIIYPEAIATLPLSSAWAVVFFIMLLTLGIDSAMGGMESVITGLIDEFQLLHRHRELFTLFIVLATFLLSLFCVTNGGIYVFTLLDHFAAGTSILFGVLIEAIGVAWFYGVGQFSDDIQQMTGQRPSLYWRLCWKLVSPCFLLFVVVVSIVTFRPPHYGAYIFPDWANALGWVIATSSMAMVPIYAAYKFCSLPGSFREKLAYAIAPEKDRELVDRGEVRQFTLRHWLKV
IL1B cytotox: cytotoxicity in IL-1B stimulated HUVEC, primary screen, cytotoxicity control for IL-1B NFkB translocation project, imaging, Hoechst nuclear count, IL-1B stimulus; HUVEC cell count loss; 94,000 tested, 0.41% active; cell count reduction, % at 2 µM;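 active means cell count reduction more than 3 SD above the screen-wide mean, cut at about 70% in these data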;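 further: normalized per plate to untreated control cells as the no-loss baseline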
CYP2C9 act: human CYP2C9 activators, primary screen, biochemical, luminescence. Cytochrome P450 2C9 (Homo sapiens), P11712. recombinant CYP2C9, luciferin-H conversion; hits give high values; factor 1 = untreated enzyme, 0 = blocked. activation factor at 5 µM. 96,000 tested, 1.4% active. AID 1024, 2008;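 active means activation factor of 2 or more for CYP2C9 at a 5 µM dose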;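 further: 0 = sulfaphenazole-blocked wells and 1 = vehicle-only wells; values of inactives mirror those of a sister screen read the other way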
VCAM1 TNFa inh: inhibitors of TNFa-induced VCAM1 expression, primary screen, imaging, HUVEC, TNFa stimulus, immunofluorescence. HUVEC TNFa-induced VCAM-1 immunofluorescence, high-content imaging. inhibition, % at 2 µM. 95,000 tested, 0.48% active. AID 802, 2007;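 active means inhibition above the batch mean plus 3 SD, with images confirmed as a hit by eye, cut at about 37% in these data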;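 further: 0% = TNF-stimulated DMSO wells and 100% = unstimulated control wells; not every result past the cut was called active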
CYP2C19 inhib: blockers of cytochrome P450 2C19 activity – biochemical, luminescence, ADME assay, primary screen; P33261; CYP2C19 Supersomes, luciferin-H EGE luminescence, 30 min; inhibition, % at 5 µM; 96,000 tested, 21% active; AID 778, 2007;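 active means CYP2C19 inhibition above a set limit at 5 µM in the primary screen, cut at about 50% in these data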;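 further: plate controls were negative control wells for no effect and 2.5 mM tranylcypromine positive control for full effect; values of inactives mirror those of a sister screen read the other way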
CYP2C19 activ: human CYP2C19 activators, primary screen, biochemical, luminescence. activation factor at 5 µM. recombinant CYP2C19, luciferin-H EGE luminescence; hits give high values; 0 = fully inhibited enzyme, 1 = untreated enzyme. 96,000 tested, under 10 active. AID 1025, 2008. Cytochrome P450 2C19 (Homo sapiens), P33261;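 active means activation factor of at least 2 at 5 µM in the primary screen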;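 further: 0 = wells with 2.5 mM tranylcypromine and 1 = vehicle-only wells; values of inactives mirror those of a sister screen read the other way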
Calb biofilm kill: clotrimazole potentiators killing Candida biofilms, primary screen, with clotrimazole, Alamar Blue; C. albicans biofilm + clotrimazole; inhibition, % at 6 µM; 85,000 tested, 0.14% active;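 active means inhibition above 20%; inactive means inhibition below 20%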;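 further: preformed 24 hr biofilms exposed to compound for 48 hr; 0% = biofilm without compound and 100% = blank killed by clotrimazole plus chlorhexidine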
Numbers without * were called inactive; · = not tested or not shown.

cpd	molecule	HUVEC tox TNFa	CYP2C9 inh	DAT uptake mod	IL1B cytotox	CYP2C9 act
1	COc1cccc(-c2nnc(-c3ccc(C)o3)o2)c1	7	·	0.7	0	·
2	CC(=O)NCc1cccc(CNC(C)=O)n1	-23	-8	-0.011	-18	1.1
3	CC(C(=O)N1CCN(c2ccc(Cl)cc2)CC1)c1ncc(C(F)(F)F)cc1Cl (stereo unspecified)	-6	29	-1	-1	0.7
4	CC(=O)Nc1ccc(-c2nnc(SCC(=O)c3ccc4c(c3)Cc3ccccc3-4)n2C)cc1	2	41	-0.45	4	0.6
5	Cc1oc(-c2ccc(Cl)cc2)nc1CS(=O)CC(=O)NCCCN(C)C1CCCCC1 (stereo unspecified)	-8	0	0.9	-24	1
6	CN(C)CCCOC(=O)c1ccc(Cl)cc1Cl	-4	-15	0.81	28	1.2
7	N#Cc1cc2c(=O)n3ccccc3nc2n(CCCN2CCOCC2)c1=O	·	41	-0.19	·	0.6
8	CN(C)C(=O)CCc1nc(-c2ccc(C(C)(C)C)cc2)no1	-12	16	-0.46	-35	0.8
9	COC(=O)c1sc(OC)cc1OCc1ccc(C)cc1	-24	-10	0.033	1	1.1
10	C/C(CC(=O)Nc1ccc(N(C)C)cc1)=N\NC(=O)c1ccccn1	-6	-4	1.9	-24	1
11	Cc1nn(C)c(C)c1/C=N/O	-44	-21	-0.0094	-14	1.2
12	COc1ccc(-c2nc(C#N)c(N3CCN(c4ccccc4)CC3)o2)cc1	-12	24	-0.34	14	0.8

cpd	VCAM1 TNFa inh	CYP2C19 inhib	CYP2C19 activ	Calb biofilm kill
1	11	·	·	1
2	16	1	1	2
3	11	52*	0.5	·
4	12	37	0.6	·
5	3	-8	1.1	5
6	24	7	0.9	4
7	·	69*	0.3	7
8	24	10	0.9	3
9	4	53*	0.5	5
10	17	-4	1	·
11	8	-14	1.1	2
12	16	-8	1.1	5

(next part)
cpd	molecule	HUVEC tox TNFa	CYP2C9 inh	DAT uptake mod	IL1B cytotox	CYP2C9 act
13	COc1ccc(CCN2C(=O)C3CC(C)=C(C)CC3C2=O)cc1OC (stereo unspecified)	-2	4	1.2	10	1
14	COc1ccc(-n2cc(C(=O)O)c3ccccc3c2=O)cc1	-12	20	-0.45	-64	0.8
15	CC1(C)CC(NC(=O)COc2ccc3ccccc3c2)CC(C)(C)N1	8	18	-0.57	-25	0.8
16	Cc1c(C(=O)Nc2nnc(C(F)(F)F)s2)oc2ccccc12	·	63*	-1.3	·	0.4
17	O=c1c2c3c(sc2ncn1Cc1ccc(F)cc1)CCC3	15	78*	1.3	21	0.2
18	CCOC(=O)c1ccc(NC(=O)CSCc2ccco2)cc1	4	48	1.2	-17	0.5
19	COc1cc(CNc2ccccc2SC)ccc1O	76	34	1.7	0	0.7
20	Cc1ccc(C)c(OCCOCCN2CC(C)OC(C)C2)c1C (stereo unspecified)	-1	0	-0.71	-7	1
21	Cc1cccc(NC(=O)c2cccc3c2C(=O)c2ccccc2-3)c1	0	-35	·	11	1.4
22	CCCc1nc2c(sc3nc4c(cc32)COC(C)(C)C4)c(=O)n1Cc1ccco1	5	22	0.94	-73	0.8
23	CC(C)CSc1nc2ccccc2c(=O)[nH]1	-2	39	0.95	19	0.6
24	Cc1cccc(N2C(=O)CC(N3CCN(Cc4ccc5c(c4)OCO5)CC3)C2=O)c1 (stereo unspecified)	-12	14	-0.36	-2	0.9

cpd	VCAM1 TNFa inh	CYP2C19 inhib	CYP2C19 activ	Calb biofilm kill
13	8	44	0.6	7
14	-4	2	1	3
15	1	14	0.9	8
16	·	-4	1	·
17	-38	81*	0.2	·
18	0	25	0.7	·
19	64	87*	0.1	5
20	1	34	0.7	3
21	1	8	0.9	·
22	22	14	0.9	7
23	3	29	0.7	-3
24	8	22	0.8	11

3 compounds drawn at random from the list so far:
cpd	molecule	HUVEC tox TNFa	CYP2C9 inh	DAT uptake mod	IL1B cytotox	CYP2C9 act
21	Cc1cccc(NC(=O)c2cccc3c2C(=O)c2ccccc2-3)c1	0	-35	·	11	1.4
24	Cc1cccc(N2C(=O)CC(N3CCN(Cc4ccc5c(c4)OCO5)CC3)C2=O)c1 (stereo unspecified)	-12	14	-0.36	-2	0.9
16	Cc1c(C(=O)Nc2nnc(C(F)(F)F)s2)oc2ccccc12	·	63*	-1.3	·	0.4

cpd	VCAM1 TNFa inh	CYP2C19 inhib	CYP2C19 activ	Calb biofilm kill
21	1	8	0.9	·
24	8	22	0.8	11
16	·	-4	1	·

Record cards, from the list above:
CCOC(=O)c1ccc(NC(=O)CSCc2ccco2)cc1 across the screens: HUVEC tox TNFa: 4; CYP2C9 inh: 48; DAT uptake mod: 1.2; IL1B cytotox: -17; CYP2C9 act: 0.5; VCAM1 TNFa inh: 0; CYP2C19 inhib: 25; CYP2C19 activ: 0.7; Calb biofilm kill: ·
O=c1c2c3c(sc2ncn1Cc1ccc(F)cc1)CCC3 across the screens: HUVEC tox TNFa: 15; CYP2C9 inh: 78*; DAT uptake mod: 1.3; IL1B cytotox: 21; CYP2C9 act: 0.2; VCAM1 TNFa inh: -38; CYP2C19 inhib: 81*; CYP2C19 activ: 0.2; Calb biofilm kill: ·
N#Cc1cc2c(=O)n3ccccc3nc2n(CCCN2CCOCC2)c1=O across the screens: HUVEC tox TNFa: ·; CYP2C9 inh: 41; DAT uptake mod: -0.19; IL1B cytotox: ·; CYP2C9 act: 0.6; VCAM1 TNFa inh: ·; CYP2C19 inhib: 69*; CYP2C19 activ: 0.3; Calb biofilm kill: 7

(next part)
cpd	molecule	HUVEC tox TNFa	CYP2C9 inh	DAT uptake mod	IL1B cytotox	CYP2C9 act
25	CC1=Nc2ccccc2/C1=C\c1nc(-c2ccc(C(F)(F)F)cc2)oc1O	-1	-15	0.058	0	1.1
26	O=C(NC(Cc1ccccc1)c1nc2ccccc2[nH]1)C1CC(=O)N(c2ccc3c(c2)OCCO3)C1 (stereo unspecified)	-9	-54	-0.22	-16	1.5
27	CCOCCCNCC(=O)Nc1ccccc1N1CCOCC1	3	-22	0.43	3	1.2
28	O=C(CNS(=O)(=O)c1ccc(Br)s1)Nc1ccc2c(c1)OCCO2	-21	75*	0.6	-22	0.3
29	c1ccc(-n2c(Cc3cn4ccsc4n3)nnc2N2CCOCC2)cc1	-1	-13	0.34	-2	1.1
30	Cc1nc2[nH]c(=O)c3c(n2n1)NC1=C(C(=O)CC(C)(C)C1)C3c1ccc(F)cc1 (stereo unspecified)	-36	-5	-0.49	-6	1
31	Cc1cccc(NC(=O)c2cccs2)n1	-4	3	0.71	12	1
32	CC(Oc1ccccc1F)C(=O)/C=C/N(C)C (stereo unspecified)	-10	7	1.1	34	0.9
33	CCOC(=O)c1cc2cc(CC(=O)c3ccc(OCC)cc3O)ccc2o1	-4	54*	-0.35	19	0.5
34	Cc1cc(C)n2nc(SCc3nnc(SCc4ccccc4)s3)nc2n1	-13	33	2.4	·	0.7
35	CCOc1cc(/C=C2/NC(=O)N(CC(=O)Nc3cccc(C)c3)C2=O)ccc1OC	-4	37	-0.45	1	0.6
36	Cc1nn(Cc2ccccc2Cl)c(C)c1C(=O)NC1=NCCS1	-13	42	0.68	-16	0.6

cpd	VCAM1 TNFa inh	CYP2C19 inhib	CYP2C19 activ	Calb biofilm kill
25	-6	-5	1.1	-3
26	-41	81*	0.2	0
27	19	0	1	-2
28	-10	19	0.8	8
29	4	-8	1.1	5
30	-9	-9	1.1	9
31	19	10	0.9	-4
32	0	-4	1	·
33	14	69*	0.3	·
34	3	49	0.5	·
35	13	44	0.6	·
36	-15	66*	0.3	3

Carrying on:
cpd	molecule	HUVEC tox TNFa	CYP2C9 inh	DAT uptake mod	IL1B cytotox	CYP2C9 act
37	Cc1ccc(NC(=O)C(=O)NCCN2CCN(C(=O)C(c3ccccc3)c3ccccc3)CC2)cc1	-28	-6	0.45	16	1.1
38	CCCCN(CC)C(=O)CSc1cc(=O)n(C)c2ccccc12	-24	-30	0.61	11	1.3
39	COC(=O)c1cccnc1N1CCN(c2ccccc2F)CC1	-21	22	0.43	-7	0.8
40	COc1ccc(-c2cc3ccccc3n2CC(O)Cn2nc(C)cc2C)cc1 (stereo unspecified)	·	100*	0.29	·	0
41	COc1cccc(OCc2nnc(SC)n2C)c1	-36	3	-0.27	-11	1
42	CC(C)NC(=O)/C(=C/c1ccco1)c1ccccc1	3	3	-0.38	-2	1
43	O=C(COc1ccc(Cl)cc1Cl)Nc1ccc(Cl)cn1	·	14	0.18	·	0.9
44	Clc1ccc(OCc2nc(-c3ccccn3)n[nH]2)cc1	-13	51*	1.1	7	0.5
45	Cc1cccc(NC(=S)N/N=C/c2ccc([N+](=O)[O-])s2)c1	-2	10	0.36	-18	0.9
46	Cc1n[nH]c(C)c1S(=O)(=O)N1CCCCCC1	-2	11	-2	42	0.9
47	Cc1scc(C(=O)N/N=C/c2ccc(OCC(C)C)cc2)c1C	2	82*	0.012	-5	0.2
48	Cc1cc(NC(=O)CCC(=O)N(Cc2ccco2)C2(C(=O)NC3CCCCC3)CCN(C)CC2)no1	-2	11	-1.5	87*	0.9

cpd	VCAM1 TNFa inh	CYP2C19 inhib	CYP2C19 activ	Calb biofilm kill
37	-32	-4	1	·
38	12	64*	0.4	·
39	15	82*	0.2	·
40	·	99*	0	4
41	-4	27	0.7	4
42	0	-9	1.1	·
43	·	58*	0.4	6
44	-2	65*	0.3	6
45	21	-6	1.1	·
46	6	38	0.6	0
47	20	72*	0.3	·
48	3	74*	0.3	3

Next compounds follow.
cpd	molecule	HUVEC tox TNFa	CYP2C9 inh	DAT uptake mod	IL1B cytotox	CYP2C9 act
49	CC1CN(C(=O)N(C)C)CCN1C(=O)N(C)C (stereo unspecified)	·	8	-0.038	·	0.9
50	Cn1c(SCC(=O)NC2CC2)nnc1C(F)(F)F	·	-8	0.019	·	1.1
51	CCCC(=O)Nc1nnc(COC)s1	28	18	0.79	5	0.8
52	CC(=O)Nc1ccc(S(=O)(=O)NCCSc2ccccn2)cc1	6	22	-0.67	-7	0.8
53	COc1ccc(C2=Nc3cc(C)ccc3OC2)cc1	-21	19	0.18	-1	0.8
54	O=C(Nc1nc2n(n1)C(c1ccc(Cl)cc1)CC(c1ccc(Cl)cc1)N2)c1ccco1 (stereo unspecified)	-12	82*	1.3	56	0.2
55	COc1ccc(C(=O)NN2CCCCC2)cc1OC	12	-10	0.41	-5	1.1
56	O=[N+]([O-])c1cccc(/C=N/Nc2cc(Cl)nc(-c3ccccc3)n2)c1	·	18	-0.044	9	0.8

cpd	VCAM1 TNFa inh	CYP2C19 inhib	CYP2C19 activ	Calb biofilm kill
49	·	11	0.9	0
50	·	2	1	-3
51	14	-4	1	6
52	6	20	0.8	8
53	-1	13	0.9	3
54	4	71*	0.3	7
55	-13	-4	1	·
56	-22	4	1	·

Random draw from the library. About 29% of those tested had a hit in this group.
